NR5A2 inv ag – NR5A2 inverse agonism in reporter assay. O00482. HEK293T StAR-luciferase reporter, LRH-1 transfected, 24 h. inhibition, % at 3.6 µM. 0.13% of 360,000 active;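 active means inhibition above the mean inhibition of all tested compounds plus 3 SD, cut at about 73% in these data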;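 further: 0% = DMSO wells and 100% = reporter-only cells lacking LRH-1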
COUP-TFII inh – inhibitors of human COUP-TFII (NR2F2); P24468; HEK293T NGFI-A luciferase reporter, luminescence; inhibition, % at 8.6 µM; 0.7% of 370,000 active;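 active means inhibition above a per-plate cutoff, mean inhibition of test wells between control levels plus 3 SD, cut at about 38% in these data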;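 further: cells cotransfected with COUP-TFII expression vector driving the NGFI-A reporter; 0% = median of COUP-TF2 test wells and 100% = reporter-only cells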
MC4R antagonist – human MC4R antagonism in cAMP assay. P32245. MC4R-expressing cells, MTII-stimulated cAMP, LANCE TR-FRET. inhibition, % at 6.5 µM. 0.48% of 360,000 active. AID 540295;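 active means inhibition above its plate's cutoff, the mean of tested wells on that plate plus 3 SD, cut at about 29% in these data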;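 further: 0% = Melanotan II alone and 100% = Melanotan II plus saturating MCL0020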
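Assay system: U2OS cells stably expressing human melanocortin 4 receptor (MC4R) / Dosing: 6.5 µM / Timing: compound 30 min, challenge 1 h, detection 1 h / Measured by: Eu-cAMP/anti-cAMP TR-FRET, emission 671 nm / Replicates: singlicate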
ABHD5-PLIN5 inh – blocks binding of human ABHD5 to perilipin-5. Q00G26+Q8WTS1. Split G. princeps luciferase complementation, luminescence, 4 h. inhibition, % at 4 µM. 0.78% of 360,000 active. AID 602281;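 active means inhibition above the mean inhibition across every tested compound plus 3 SD, cut at about 22% in these data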;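 further: 0% = DMSO only wells and the 100% control is not disclosed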
NCOA3 inh – inhibitors of human steroid receptor coactivator 3 (SRC3); Q9Y6Q9; HEK293 GAL4-SRC3 luciferase reporter, luminescence; inhibition, % at 3.6 µM; 0.17% of 360,000 active; AID 588352;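 active means inhibition above a per-campaign cutoff, the mean of all compounds plus 3 SD, cut at about 60% in these data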;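 further: 0% = DMSO-treated cells and 100% = gossypol-treated cells at 36 µM; higher means less SRC3-driven luciferase light from the GAL4 reporter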
Target sequence (Q9Y6Q9 whole entry, looked up, the tested form may be a part): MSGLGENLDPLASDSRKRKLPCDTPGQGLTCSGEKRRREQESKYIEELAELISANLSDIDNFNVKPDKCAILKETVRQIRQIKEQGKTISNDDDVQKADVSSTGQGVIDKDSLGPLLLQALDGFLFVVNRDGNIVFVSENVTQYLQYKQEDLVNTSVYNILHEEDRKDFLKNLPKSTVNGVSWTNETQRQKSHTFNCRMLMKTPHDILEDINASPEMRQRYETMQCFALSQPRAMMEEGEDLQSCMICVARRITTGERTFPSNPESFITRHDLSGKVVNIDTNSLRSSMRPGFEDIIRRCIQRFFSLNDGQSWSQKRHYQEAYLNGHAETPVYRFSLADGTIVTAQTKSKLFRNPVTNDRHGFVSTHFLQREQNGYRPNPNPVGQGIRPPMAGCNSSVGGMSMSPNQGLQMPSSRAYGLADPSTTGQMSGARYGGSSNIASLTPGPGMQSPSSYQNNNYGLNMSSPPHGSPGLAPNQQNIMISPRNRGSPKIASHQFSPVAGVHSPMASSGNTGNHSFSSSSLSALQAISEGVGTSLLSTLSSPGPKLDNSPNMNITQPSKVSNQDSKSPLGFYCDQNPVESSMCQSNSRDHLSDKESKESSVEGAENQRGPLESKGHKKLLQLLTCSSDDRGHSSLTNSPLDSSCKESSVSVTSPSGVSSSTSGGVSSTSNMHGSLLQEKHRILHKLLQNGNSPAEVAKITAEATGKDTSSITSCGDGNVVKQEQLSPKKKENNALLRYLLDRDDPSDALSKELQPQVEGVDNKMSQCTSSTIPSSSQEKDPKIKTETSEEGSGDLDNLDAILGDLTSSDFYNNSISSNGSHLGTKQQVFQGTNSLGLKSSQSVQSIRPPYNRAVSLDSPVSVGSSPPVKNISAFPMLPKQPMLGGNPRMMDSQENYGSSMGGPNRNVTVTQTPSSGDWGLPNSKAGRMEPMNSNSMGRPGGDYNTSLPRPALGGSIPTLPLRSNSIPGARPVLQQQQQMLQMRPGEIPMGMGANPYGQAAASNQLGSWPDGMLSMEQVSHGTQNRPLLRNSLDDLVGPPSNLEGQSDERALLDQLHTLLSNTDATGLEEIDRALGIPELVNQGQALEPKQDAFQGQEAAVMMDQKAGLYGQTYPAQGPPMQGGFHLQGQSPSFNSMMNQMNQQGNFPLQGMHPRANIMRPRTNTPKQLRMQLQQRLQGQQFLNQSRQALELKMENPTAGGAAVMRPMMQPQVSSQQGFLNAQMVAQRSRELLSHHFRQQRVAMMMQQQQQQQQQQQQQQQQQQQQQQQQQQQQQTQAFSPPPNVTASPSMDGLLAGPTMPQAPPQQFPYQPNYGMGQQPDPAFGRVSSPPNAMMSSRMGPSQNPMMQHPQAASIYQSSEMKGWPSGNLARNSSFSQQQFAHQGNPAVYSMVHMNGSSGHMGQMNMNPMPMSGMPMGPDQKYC
SRC2 inh – inhibits human steroid receptor coactivator 2 | HEK293 GAL4-SRC2 luciferase reporter, luminescence | inhibition, % at 9 µM | 0.17% of 370,000 active | AID 651957;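 active means inhibition above the mean inhibition of all tested compounds plus 3 SD, set per campaign, cut at about 52% in these data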;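 further: 0% = DMSO treated cells and 100% = cells given Gossypol at 36 µM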
MC4R barr agon – human MC4R agonism via beta-arrestin; AID 540308; activation, % at 8.9 µM; U2OS MC4R beta-arrestin complementation, luminescence; percent of melanotan II response, DMSO zero; 0.98% of 360,000 active; P32245;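 active means activation above a per-plate cutoff, the mean activation of sample wells on that plate plus 3 SD, cut at about 8% in these data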
NCOA1 inh – inhibits human SRC1 coactivator; Q15788; HEK293 GAL4-SRC1 luciferase reporter, luminescence; inhibition, % at 3.6 µM; 0.12% of 360,000 active; AID 588354;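 active means inhibition above the campaign mean plus 3 SD, with each screening campaign given its own cutoff, cut at about 60% in these data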;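 further: 0% = DMSO treated cells and 100% = gossypol at 36 µM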
LMP1 NFkB inh – reduces LMP1-driven NF-kappaB luciferase signal; 0.69% of 350,000 active; AID 504558; LMP1-induced NF-kappaB luciferase reporter cells, luminescence; inhibition, % at 12.5 µM; in the data active means inhibition above about 41%;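 further: 0% = neutral control wells and 100% = reference inhibitor control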
NOD2-RIPK2 inh – inhibitors of human NOD2-RIPK2 interaction | O43353 | CHO BLA complementation NOD2-RIPK2, CCF4 ratio | inhibition, % at 4.98 µM | AID 624267 | 0.38% of 360,000 active; in the data active means inhibition above about 21%;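 further: 0% = vehicle only and 100% = reference blocker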
TLR9-MyD88 block – blocks human TLR9 binding to MyD88 | inhibition, % at 4.98 µM | Q9NR96+Q99836 | AID 504734 | CHO BLA complementation TLR9-MyD88, CCF4 FRET ratio | 0.21% of 340,000 active;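 active means inhibition above the mean over all tested compounds plus 3 SD, cut at about 21% in these data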;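 further: 0% = DMSO only wells and 100% = clavulanate BLA inhibitor control wells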
* hit, by the source's call; x = not tested or not shown. Some of the compounds tested, so the mix of outcomes need not match the whole.

SMILES	NR5A2 inv ag	COUP-TFII inh	MC4R antagonist	ABHD5-PLIN5 inh	NCOA3 inh	SRC2 inh	MC4R barr agon	NCOA1 inh	LMP1 NFkB inh	NOD2-RIPK2 inh	TLR9-MyD88 block
Cc1noc(C)c1NC(=O)N(C)C[C@H]1Oc2ccc(NC(=O)Nc3ccc(C(F)(F)F)cc3)cc2C(=O)N([C@H](C)CO)C[C@@H]1C	12	-11	7	5	8	-1	-1.8	-19	-3	-2	2
Cc1cc(C(=O)COC(=O)CNC(=O)c2ccc(F)cc2)c(C)n1Cc1ccco1	-21	23	10	1	3	-5	-1.1	-18	2	13	-17
Cc1ccc(C)c(S(=O)(=O)Nc2nc(C)c(C(=O)Nc3ccccc3)s2)c1	-30	-15	-5	12	5	-2	-0.1	2	0	-6	0
Cn1c(=O)c2ncn(CC(=O)N/N=C/C=C/c3ccccc3)c2n(C)c1=O	-3	7	1	2	9	-10	1.9	1	-5	4	-4
CN1CCCC(OC(=O)c2ccc(C#N)cc2)C1 (stereo not given)	8	8	1	7	0	-32	-1.7	14	x	-9	-2
C[C@@H]1CCCCO[C@H](CN(C)C(=O)c2ccccc2)[C@@H](C)CN([C@H](C)CO)C(=O)c2cc(NC(=O)c3ccncc3)ccc2O1	7	-9	2	-4	13	7	1.0	-14	-2	-5	4
Cc1c(Cl)cccc1NC(=O)C1NC(=O)CC1c1ccccc1 (stereo not given)	10	0	2	1	3	-30	0.2	17	2	-10	3
Cc1cc(C(=O)NNC(=S)Nc2ccccc2C)cs1	-119	-17	-5	-1	-60	-25	0.8	-69	-14	-7	-10
CCOC(=O)N1CCC(NC(=O)c2cc(-c3ccc(OC)cc3)nc3ccccc23)CC1	-9	8	7	1	-30	6	-0.9	-1	-4	3	6
Cn1c(=O)c2c(nc(CN3CCOCC3)n2CC(O)CO)n(C)c1=O (stereo not given)	9	1	1	0	-5	-2	-1.3	11	-2	-15	-1
O=C(C1CCN(S(=O)(=O)c2ccccc2)CC1)N1CCOCC1	-11	-7	1	2	-2	4	-0.6	-29	0	-6	-6
O=C(Cn1nnc2ccccc2c1=O)N[C@H](C(=O)O)c1ccccc1	-3	-2	12	-1	3	-1	0.2	-17	-1	-8	5
Cc1ccc(S(=O)(=O)N(Cc2n[nH]c(=S)n2-c2ccccc2)c2cccc(Cl)c2)cc1	0	-14	8	-1	9	-18	-0.7	5	-11	1	-1
Cc1cc(C)nc(SCc2nnc(SCC(=O)N3CCCc4ccccc43)n2C)n1	5	11	-9	17	6	-14	2.4	-3	5	-3	2
COc1cc(OC)nc(Oc2ccccc2C(=O)Oc2cccc(C)c2)n1	4	18	15	-4	-13	2	-1.3	8	2	-10	-4
CN(C(=O)COC(=O)C1c2ccccc2Oc2ccccc21)C1CCS(=O)(=O)C1 (stereo not given)	-7	-3	8	0	17	-16	-0.8	-13	-1	-9	3
COc1ccc(C(=O)Nc2cccc(-c3cnc4ccccc4n3)c2)cc1	-2	-17	2	7	14	19	-2.0	-21	-3	-3	1
O=C(NCc1ccco1)c1cc(-c2ccc(Cl)cc2)on1	-24	-18	-4	3	-33	-31	4.5	-22	-9	-5	2
Cc1ccc(O)c(C2=Nc3ccccc3C2(C)C)c1	-30	-19	5	2	-43	-33	4.6	-29	-34	9	3
CC(C)(C)CN1CCN(Cc2nc(-c3ccc(F)cc3)cs2)CC1CCO (stereo not given)	21	48*	17	2	8	6	-0.4	7	-3	-6	-2

Rewritten with values ahead of the structure: entries from further up
NR5A2 inv ag	COUP-TFII inh	MC4R antagonist	ABHD5-PLIN5 inh	NCOA3 inh	SRC2 inh	MC4R barr agon	NCOA1 inh	LMP1 NFkB inh	NOD2-RIPK2 inh	TLR9-MyD88 block	mol
-2	-17	2	7	14	19	-2.0	-21	-3	-3	1	COc1ccc(C(=O)Nc2cccc(-c3cnc4ccccc4n3)c2)cc1
12	-11	7	5	8	-1	-1.8	-19	-3	-2	2	Cc1noc(C)c1NC(=O)N(C)C[C@H]1Oc2ccc(NC(=O)Nc3ccc(C(F)(F)F)cc3)cc2C(=O)N([C@H](C)CO)C[C@@H]1C
7	-9	2	-4	13	7	1.0	-14	-2	-5	4	C[C@@H]1CCCCO[C@H](CN(C)C(=O)c2ccccc2)[C@@H](C)CN([C@H](C)CO)C(=O)c2cc(NC(=O)c3ccncc3)ccc2O1
-21	23	10	1	3	-5	-1.1	-18	2	13	-17	Cc1cc(C(=O)COC(=O)CNC(=O)c2ccc(F)cc2)c(C)n1Cc1ccco1

Other records
SMILES	NR5A2 inv ag	COUP-TFII inh	MC4R antagonist	ABHD5-PLIN5 inh	NCOA3 inh	SRC2 inh	MC4R barr agon	NCOA1 inh	LMP1 NFkB inh	NOD2-RIPK2 inh	TLR9-MyD88 block
O=C(Cc1ccc(F)cc1)NCCc1ccc(F)cc1	-5	6	5	-1	12	-9	-0.1	-11	-4	6	-2
CC(C)(C)OC(=O)NC1CNNC1=O (stereo not given)	-4	-3	2	-11	-8	1	-2.0	-1	2	5	2
Cc1cc(NC(=O)COC(=O)CCS(=O)(=O)c2cc(Cl)ccc2Cl)no1	14	9	-2	-2	1	-21	0.0	-11	15	4	-3
COCCn1c(=O)[nH]c2cc(C(=O)Nc3nnc(C)s3)ccc21	-31	-27	1	3	-39	-8	-0.8	-28	3	94*	-8
CCN(CC)C(=O)COc1ccc(C=O)cc1OC	6	8	-6	2	7	-10	-0.7	-1	-1	-12	-7
CN(C)c1ccc(/C=C(\NC(=O)c2ccccc2)C(=O)NCCCN2CCOCC2)cc1	1	13	-1	-4	-7	17	-3.7	0	1	-15	-4
O=C1CCN(Cc2ccccc2)C=C1C(=O)c1ccccc1	-20	-1	1	-10	-2	29	-2.5	-3	-2	-4	-11
CCOc1ccc(C(=O)/C=C/c2cn(CN3CCN(C)CC3)c3ccccc23)cc1	2	-12	10	-5	3	-31	8.1	-1	-3	26*	16
COc1cc(OC)c2c(O)c3c(c(-c4c5c(c(O)c6c(OC)cc(OC)cc46)CO[C@@H](C)[C@H]5O)c2c1)[C@H](O)[C@H](C)OC3	-3	x	27	0	-21	x	-0.9	-48	-2	-16	-8
O=C(CCc1ccccc1)Nc1nc2n(n1)C(c1ccccc1)CC(=O)N2 (stereo not given)	14	-6	4	4	11	-15	-0.9	0	-5	-6	-9
COc1cc(S(=O)(=O)Nc2cccc3cn[nH]c23)c(OC)cc1Cl	-7	7	5	-3	-2	-10	-1.7	4	-1	11	4
CC(=O)Oc1ccc2c(c1)cc(C)n2C	21	-7	-6	8	-13	-15	1.8	3	-2	-22	2
CS(=O)(=O)N1CCC(C(=O)Nc2cccc(F)c2)CC1	13	4	0	2	9	15	-0.8	12	-4	3	-4
CN1CCN(S(=O)(=O)c2ccc(-c3ccc(Cl)cc3)cc2)CC1	-8	-16	4	2	6	-17	0.9	-23	-2	3	2
CC1=C(C(=O)NCc2ccco2)C2(CCC(C)CC2)OC1=O (stereo not given)	-1	-28	6	14	-3	-12	-0.1	-17	-94	-7	1
Cc1nnc(N(Cc2ccco2)C(=O)c2cccc(C#N)c2)s1	4	6	13	3	13	-8	-1.4	-10	-1	-9	0
CN=c1scc(-c2ccc(Cl)cc2)n1C	9	1	13	-3	0	-12	-0.5	-6	4	0	7
O=S(=O)(Nc1nc2ccccc2nc1Nc1ccc2c(c1)OCCO2)c1cccs1	-7	13	15	0	20	3	2.5	-7	-10	-12	13
COc1ccc(C(NC(=O)CC(C)C)NC(=O)CC(C)C)cc1OC	-9	-6	-1	2	-22	-5	-1.1	-16	-8	-4	-7
CN(C)C1=NC(=O)/C(=C\c2ccccc2)S1	-11	-3	1	1	5	13	-0.6	11	1	6	15

Results in MC4R antagonist, COUP-TFII inh and TLR9-MyD88 block (two entries from above):
SMILES,MC4R antagonist,COUP-TFII inh,TLR9-MyD88 block
CN(C)C1=NC(=O)/C(=C\c2ccccc2)S1,1,-3,15
COc1ccc(C(NC(=O)CC(C)C)NC(=O)CC(C)C)cc1OC,-1,-6,-7

In the list so far, these have an NH in an aromatic ring:
SMILES	NR5A2 inv ag	COUP-TFII inh	MC4R antagonist	ABHD5-PLIN5 inh	NCOA3 inh	SRC2 inh	MC4R barr agon	NCOA1 inh	LMP1 NFkB inh	NOD2-RIPK2 inh	TLR9-MyD88 block
Cc1ccc(S(=O)(=O)N(Cc2n[nH]c(=S)n2-c2ccccc2)c2cccc(Cl)c2)cc1	0	-14	8	-1	9	-18	-0.7	5	-11	1	-1
COCCn1c(=O)[nH]c2cc(C(=O)Nc3nnc(C)s3)ccc21	-31	-27	1	3	-39	-8	-0.8	-28	3	94*	-8
COc1cc(S(=O)(=O)Nc2cccc3cn[nH]c23)c(OC)cc1Cl	-7	7	5	-3	-2	-10	-1.7	4	-1	11	4

The list continues.
SMILES	NR5A2 inv ag	COUP-TFII inh	MC4R antagonist	ABHD5-PLIN5 inh	NCOA3 inh	SRC2 inh	MC4R barr agon	NCOA1 inh	LMP1 NFkB inh	NOD2-RIPK2 inh	TLR9-MyD88 block
COc1ccccc1C(=O)n1nc(C)cc1C	-11	-9	9	-1	0	-8	-1.2	-7	5	6	5
COCCNC(=O)c1ccc2c(c1)nc(C)n2-c1cccc(F)c1	16	-16	-5	10	16	-7	2.5	14	5	-7	-2
COc1cccc(OC)c1OCCN(C)C	-4	-9	1	-10	14	-19	-1.5	-15	3	-3	-3
COc1cccc(NC(=O)CCc2c(C)nc3nc(CNC(=O)c4cccc(F)c4)nn3c2C)c1	15	-10	4	9	0	-9	-0.4	-10	4	1	14
O=C(c1sc2ccccc2c1Cl)N(Cc1cccs1)C1CCS(=O)(=O)C1 (stereo not given)	-3	-11	4	-6	6	-1	-1.3	12	5	-6	-15
O=C1c2cc(S(=O)(=O)NCCO)ccc2-c2ccc(S(=O)(=O)NCCO)cc21	17	-29	1	-3	10	-21	-1.8	-3	-4	2	-1
CCOC(=O)c1cc2cc(OC)ccc2n1C1CCN(CCc2ccccc2)CC1	-1	4	x	4	x	23	x	x	x	-5	x
CC(=O)Nc1ccc2nc(-c3ccco3)[nH]c2c1	-13	-10	12	5	-9	-4	-2.0	-15	-2	-10	-3
C#CCSc1nnc(C)c(C)n1	6	-12	8	-4	11	-25	-2.6	2	-9	1	-1
O=C(Nc1ccc(S(=O)(=O)N2CCCCC2)cc1)C1CC(=O)N(Cc2ccccc2)C1 (stereo not given)	-41	12	5	2	-29	-40	-0.2	-4	6	-7	-1
COc1nn(-c2nc(-c3ccccc3)cc(C(F)(F)F)n2)cc1[N+](=O)[O-]	-3	13	12	-3	-1	9	-0.2	-5	-10	-2	-12

Screening data: PubChem BioAssay, several laboratories
